WRN helicase inh: blocks human WRN helicase; Potency, µM (doses to about 114 µM), for inactives: at the highest dose activity change, negative = inhibition, actives largely listed as inhibitors; WRN helicase unwinding, fluorescent forked duplex, kinetic; Q14191; 0.46% of 360,000 active; note: potency is the fitted concentration of half-maximal effect; % is set by controls: 0 for no effect and ±100 for the full control effect; nearly all actives have a fitted effect of over 55% in size
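Screening of the MLSMR collection measured strand separation of a quenched forked DNA duplex (100 nM) by 20 nM WRN with 2 mM ATP, all final. Compounds were preincubated with enzyme 15 min at room temperature.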
EPAC1 agonist: EPAC1 (human) agonism; O95398; EPAC1 agonist qHTS, biochemical assay; response scale: 100% = response to 6.5 mM cAMP; Potency, µM (highest dose often 154 µM), for the others: top-dose activation, most hits filed as activators; 0.073% of 360,000 active; AID 720707; note: potency is the fitted concentration of half-maximal effect; nearly all actives have a fitted effect of over 60% in size
Target sequence (O95398 whole entry, looked up): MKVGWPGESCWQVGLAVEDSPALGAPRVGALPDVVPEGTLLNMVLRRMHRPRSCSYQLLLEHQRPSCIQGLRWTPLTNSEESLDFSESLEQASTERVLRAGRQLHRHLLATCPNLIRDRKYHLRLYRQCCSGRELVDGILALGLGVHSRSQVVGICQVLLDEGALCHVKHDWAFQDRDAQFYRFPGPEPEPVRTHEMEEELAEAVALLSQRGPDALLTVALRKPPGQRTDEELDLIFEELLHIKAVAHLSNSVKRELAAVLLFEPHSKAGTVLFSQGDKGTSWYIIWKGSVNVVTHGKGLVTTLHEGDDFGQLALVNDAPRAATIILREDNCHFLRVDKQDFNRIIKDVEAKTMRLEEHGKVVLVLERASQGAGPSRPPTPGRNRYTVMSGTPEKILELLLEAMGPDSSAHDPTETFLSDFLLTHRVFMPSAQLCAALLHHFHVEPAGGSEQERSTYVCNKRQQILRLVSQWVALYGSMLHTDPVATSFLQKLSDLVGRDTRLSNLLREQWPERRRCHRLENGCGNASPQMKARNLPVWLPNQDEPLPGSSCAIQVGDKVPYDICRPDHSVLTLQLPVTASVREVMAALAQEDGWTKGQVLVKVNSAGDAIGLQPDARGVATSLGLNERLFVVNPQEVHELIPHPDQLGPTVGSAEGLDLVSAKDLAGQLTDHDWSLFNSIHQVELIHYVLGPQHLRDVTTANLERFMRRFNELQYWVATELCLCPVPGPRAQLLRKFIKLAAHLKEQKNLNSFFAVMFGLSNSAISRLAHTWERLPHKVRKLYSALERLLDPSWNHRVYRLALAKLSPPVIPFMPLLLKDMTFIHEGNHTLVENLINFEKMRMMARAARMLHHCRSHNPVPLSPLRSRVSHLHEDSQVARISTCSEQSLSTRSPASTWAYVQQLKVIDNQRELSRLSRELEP
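Multi-concentration qHTS readout: loss of Rap1B-bound BODIPY-GDP fluorescence driven by 100 nM EPAC1 with excess GDP (50 uM), monitored kinetically at room temperature; agonist response expressed relative to 6.5 mM cAMP.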
EPAC1 antag: EPAC1 (human) antagonism; O95398; EPAC1 GEF assay, Rap1b-BODIPY-GDP exchange fluorescence; Potency, µM (highest dose often 115 µM), without a hit: top-dose activity change, negative = inhibition, usual class: inhibitors; 0.14% of 360,000 active;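 note: potency is the fitted concentration of half-maximal effect; plate controls were vehicle for no effect and positive control for full effect; nearly all actives have a fitted effect of over 50% in size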
IL-2 act: activates IL-2 in a cell-based reporter assay. 0.065% of 360,000 active. IL-2 activation reporter assay, cell-based qHTS; stimulated with anti-CD3/CD4/CD28 beads; in transgenic mouse T cells. activation, % (series mostly up to about 46 µM); in the data active = activation above about 50%; inconclusive = mostly about 30% to 49%; note: 0% is about no effect
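Readout: EGFP and DsRed signals by fluorescent plate cytometry. Unstimulated transgenic mouse T cells received compound 60 min before antibody-bead stimulation, then incubated 18 h at 37 degrees C.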
CCT chaperon mod: modulators of cytosolic chaperonin (CCT/TRiC) activity; purified chaperonin ATPase assay, HTRF ADP detection, 30 min; activity change, % (concentration not given with the values), hits read low; 0.3% of 360,000 active; AID 651819; in the data active = activity change below about -30%; note: % is set by controls: 0 for no effect and ±100 for the full control effect
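Enzyme 40 or 20 nM (batch-dependent) in Tris pH 7.4/KCl/MgCl2/DTT; cpd 76 uM single point; ATP 10 uM; 30 min 37 °C; Transcreener ADP HTRF detection, 30 min RT; ratio 665/615.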
PI5P4K alpha inh: PI5P4K alpha (human) kinase inhibition; P48426; PI5P4Kalpha enzyme, ADP-Glo luminescence, 60 min; stronger effect = lower value; max response, %; 1.2% of 330,000 active; AID 652105; active = max response of -50% or lower; inconclusive = between -30% and -50%; inactive = -30% or higher; note: value at the top dose of about 77 µM; % is set by controls: 0 for no effect and ±100 for the full control effect
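ADP-Glo luminescence end-point read after a 60 min room-temperature kinase reaction of PI5P4Kalpha plus substrate, initiated with ATP at 5 microM final. Buffer: 0.038 M HEPES pH 7.4, EGTA, 0.1% CHAPS, 5% DMSO.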
PLK1 PBD inh: PLK1 (human) polo-box domain binding inhibition; Potency, µM, for inactives: max response, negative = inhibition, hits mostly inhibitors; 2.8% of 360,000 active; Plk1 PBD binding of FITC phosphopeptide, fluorescence polarization; P53350; note: potency is the fitted concentration of half-maximal effect; series mostly up to about 57 µM; % is set by controls: 0 for no effect and ±100 for the full control effect; nearly all actives have a fitted effect of over 65% in size
EPAC2 ag: agonists of human EPAC2 (RAPGEF4); Q8WZA2; EPAC2 activation, biochemical qHTS; response scale: 100% = 6.5 mM cAMP response; Potency, µM (top dose mostly 154 µM), for inactives: top-dose activation, most hits filed as activators; 0.079% of 360,000 active; note: potency is the fitted concentration of half-maximal effect; nearly all actives have a fitted effect of over 50% in size
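Readout is BODIPY fluorescence (480 nm excitation, 540 nm emission), which falls as labeled GDP is exchanged off Rap1B. EPAC2 at 100 nM acted on 250 nM RAP1B-BODIPY-GDP with 50 uM GDP present.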
The depositor's hits bear a star; ? = inconclusive; . = no result given; [ ] = dose if it differs, or a comment. Unless noted, calls come from the whole dose curve; as a rule, active = well fitted curve in the direction sought with a large enough effect; inconclusive = small, poorly fitted or top-dose-only effect, or another doubt; inactive = no such curve, though single readings can be large; an effect the other way counts as inactive or inconclusive.

entry	EPAC1 agonist	PI5P4K alpha inh	structure	PLK1 PBD inh	CCT chaperon mod	EPAC2 ag	WRN helicase inh	IL-2 act	EPAC1 antag
1	9%	?	COC(=O)c1c(C)n(-c2ccc(OC)cc2)c2ccc(O)cc12	-5%	0.1	27%	-3%	1.6	-4%
2	0%	.	CC1CCN(S(=O)(=O)c2ccc(NC(=O)CSc3ncccc3C(=O)O)cc2)CC1	-2%	-0.7	-3%	-27%	0.4	11%
3	5%	-3	COc1ccc(Cl)cc1Nc1nc2ccc(C)cc2n2cnnc12	-16%	-2.1	2%	9%	-0.2	-3%
4	-8%	-11	N#Cc1ccccc1Cn1c(=O)n(Cc2ccc(C(=O)NCc3ccco3)cc2)c(=O)c2sccc21	-8%	0.5	3%	-11%	-0.7	3%
5	5%	1	CCOC(=O)c1cncc(C(=O)O)c1	-4%	-1.9	4%	-11%[57.1 µM]	-1.7	2%
6	-9%	-4	O=C(CSc1ccc2nnc(-c3cccnc3)n2n1)Nc1ccccc1F	-1%	0.5	13%	10%	-1.2	12%
7	-1%	-3	Cc1cc2c(SCC(=O)N3CCN(c4ccccc4)CC3)ncnc2s1	1%	0.6	-6%	12%	-2.3	15%
8	-5%	5	CCc1nc2ccc(C(=O)Nc3cccc(NS(C)(=O)=O)c3)cn2c1N(CCC(C)C)CCN(C)C	6%	2.1	2%	-9%	-0.3	7%
9	-5%	.	Cc1ccccc1CNC(=O)c1ccccc1N	-3%	-0.1	-2%	0%	0.9	5%
10	-1%	0	Cc1cc(-c2c(C(=O)N3CCOCC3)c(C)nn2-c2ccccc2)no1	0%	-0.4	9%	-7%	2.3	-18%
11	14%	0	O=C(NC(=S)NCCN1CCOCC1)c1ccccc1Cl	-9%	-4.2	9%	-5%	-0.5	0%
12	1%	2	N#Cc1sc2nc3c(cc2c1N)CCCC3	-1%	-6.2	-3%	-10%	3.2	-6%
13	0%	0	COc1ccc(OC)c(C2C(C(=O)Nc3ccccc3OC)=C(C)Nc3nc(CCCO)nn32)c1 (configuration not stated)	-3%	-3.6	1%	2%	3.4	?
14	-6%	2	CCOC(=O)C(NC(=O)CCl)(Nc1sc(C)c(CC)c1C#N)C(F)(F)F (configuration not stated)	-19%	1.2	-15%	-32%[57.1 µM]	-1.0	-23%
15	12%	3	Cc1cccc(NC(=O)C23CCC(C)(C2Br)C3(C)C)c1 (configuration not stated)	-6%	-1.7	12%	-9%	-1.5	-10%
16	12%	-1	CC1=C2CCCC[C@@]23C2C(=O)N(C)C(=O)[C@@H]2ON3OC1 (some centres not stated)	-7%	.	-3%	3%	-0.2	7%
17	-7%	-3	CC(C)(C)NC(=O)COC(=O)c1ccccc1Oc1ccccc1	-3%	-0.9	-5%	3%	1.6	3%
18	-3%	-1	O=S1(=O)CCN(C2CCCC2)CC1	2%	2.3	2%	2%	-1.5	1%
19	2%	.	CSc1nncc(=O)[nH]1	-12%	-1.5	-3%	-10%	-1.3	10%
20	-1%	4	COc1ccccc1OCc1nnc(SCC(=O)N2CCCCC2)o1	2%	-2.4	8%	-1%	-0.1	4%
21	-15%	13	CC(=O)NC(c1cccc(F)c1)c1nc(-c2ccc(C)c(C)c2)cs1 (configuration not stated)	-9%	-0.1	27%	0%	-0.7	-8%
22	-13%	7	C/C=C(/C)C(=O)O[C@H]1[C@@H](O)c2c(ccc3ccc(=O)oc23)OC1(C)C	-9%	-2.4	-2%	-3%	-2.5	-17%
23	-3%	-10	Cc1ccc(NC(=O)Nc2ccc([N+](=O)[O-])cc2)nc1	-2%	-1.4	2%	-4%[57.1 µM]	0.1	8%
24	6%	0	CC(C)(C)c1ccc(Cn2c(=O)cnc3ccccc32)cc1	-7%	0.5	19%	7%	-0.6	-2%
25	2%	4	CSc1ccc(CN(C)C(=O)c2cc(S(=O)(=O)NCc3ccccc3)ccc2C)cc1	-1%	-0.8	3%	-3%	-0.8	-2%
26	0%	2	O=C(Nc1cccc(S(=O)(=O)N2CCCCC2)c1)C1CCN(C(=O)c2ccc(Cl)cc2)CC1	2%	0.1	4%	-11%	-4.7	1%
27	-3%	-1	C=C1CCN([C@@H](C)C(=O)OCc2ccc(C)cc2)S(=O)(=O)c2ccccc21	-18%	-0.1	8%	-7%	0.0	-18%
28	22%	3	COc1ccccc1N1CCN(c2ccc3ccccc3n2)CC1	-9%	-0.7	15%	-6%	-4.2	-4%
29	2%	.	CCOC(=O)c1ccc(-c2n[nH]c(=O)c3ccccc23)cc1	-2%	-1.4	2%	-3%	0.4	-4%
30	0%	.	COc1ccccc1C(=O)Nn1cnc2ccccc2c1=O	-2%	-2.6	1%	-2%	-1.0	-3%
31	8%	1	CCCCNC(=O)C1C(c2ccc(C(F)(F)F)cc2)=Nc2ccccc2N1C(=O)C1CCN(C(C)=O)CC1 (configuration not stated)	-15%	.	0%	-1%	0.4	-13%
32	18%	2	Fc1ccc(CN2CCN(C(c3ccccc3)c3ccccc3)CC2)cc1	-8%	0.2	12%	-3%	-1.0	-28%
33	8%	8	Cc1c(CCC(=O)NCCCn2ccnc2)c(=O)oc2cc3occ(C(C)(C)C)c3cc12	-10%	-0.4	0%	1%	-2.5	4%
34	0%	.	O=C(CSc1nc(-c2ccc(F)cc2)cs1)NC(=O)NCc1ccco1	-16%	0.7	10%	-12%[57.1 µM]	-2.2	12%
35	2%	-4	COc1cccc(C(=O)NCCCNC(=O)c2cccc(OC)c2)c1	3%	-0.8	3%	1%	-2.0	5%
36	3%	.	CN(C1CCCCC1)S(=O)(=O)c1ccc(NC(=S)NC(=O)c2cccs2)cc1	-16%	3.1	9%	-13%	-0.5	12%
37	-9%	-8	CCOc1[nH]n(-c2ccc(Cl)cc2)c(=O)c1C=NCC(=O)OC	0%	0.1	-3%	6%	-3.1	-8%
38	4%	3	O=C1C=C(c2ccc(-c3ccccc3)cc2)C[C@@H](c2ccc3c(c2)OCO3)C1	4%	-1.2	0%	-1%	-0.1	-3%
39	3%	0	O=C(COC(=O)/C=C/c1ccccc1)NC1CCCC1	-14%	-3.1	5%	4%	0.1	-12%
40	9%	-2	Cc1cc(-c2ccc(Br)cc2)n2nc(C)cc2n1	-4%	-0.5	9%	1%	-0.9	4%
41	-1%	4	Cn1c2c(c(=O)n(C)c1=O)C(c1ccccc1F)C(C#N)=C(N)O2 (configuration not stated)	?	1.4	-2%	-6%	-4.6	-3%
42	3%	.	O=C(CCc1ccccc1)NC1CCSC1=O (configuration not stated)	0%	-1.1	-3%	13%	-3.8	11%
43	6%	2	Cc1ccc(CN(C(=O)Cn2nnc3ccccc32)C(C(=O)NCc2ccco2)c2cccs2)cc1 (configuration not stated)	-3%	0.8	9%	-22%[57.1 µM]	-2.1	-13%
44	-5%	1	CCN(CC)C(=O)CSc1ncnc2c1cnn2Cc1ccccc1	1%	2.7	0%	15%	0.3	-1%
45	-7%	-29	C=CCn1c2ccccc2c(=O)c2cc(C#Cc3ccccn3)ccc21	-6%	-1.1	16%	-7%	-0.4	-7%

Structures shown so far that have a furan ring, fused or not:
entry	EPAC1 agonist	PI5P4K alpha inh	structure	PLK1 PBD inh	CCT chaperon mod	EPAC2 ag	WRN helicase inh	IL-2 act	EPAC1 antag
4	-8%	-11	N#Cc1ccccc1Cn1c(=O)n(Cc2ccc(C(=O)NCc3ccco3)cc2)c(=O)c2sccc21	-8%	0.5	3%	-11%	-0.7	3%
33	8%	8	Cc1c(CCC(=O)NCCCn2ccnc2)c(=O)oc2cc3occ(C(C)(C)C)c3cc12	-10%	-0.4	0%	1%	-2.5	4%
34	0%	.	O=C(CSc1nc(-c2ccc(F)cc2)cs1)NC(=O)NCc1ccco1	-16%	0.7	10%	-12%[57.1 µM]	-2.2	12%
43	6%	2	Cc1ccc(CN(C(=O)Cn2nnc3ccccc32)C(C(=O)NCc2ccco2)c2cccs2)cc1 (configuration not stated)	-3%	0.8	9%	-22%[57.1 µM]	-2.1	-13%

(list continues)
entry	EPAC1 agonist	PI5P4K alpha inh	structure	PLK1 PBD inh	CCT chaperon mod	EPAC2 ag	WRN helicase inh	IL-2 act	EPAC1 antag
46	0%	-10	COc1ccc(-n2c(-c3ccc(Cl)cc3)c[n+]3c2CCCCC3)cc1	1%	-0.3	-2%	6%	-0.9	-2%
47	10%	-21	O=C1OC(/C=C/c2ccc(Cl)cc2)=NC/1=C/c1ccco1	-14%	-0.9	10%	-37%	2.5	8%
48	16%	1	COCCCn1c(=N)c(C(=O)NC2CCCCC2)cc2c(=O)n3ccccc3nc21	0%	-2.5	6%	9%	0.1	-12%
49	6%	6	Cc1cc(C)nc(Nc2ccc(Cl)cc2C)n1	-9%	-0.8	7%	2%	-0.5	-4%
50	3%	9	COc1ccc(CCN(C)c2ccc(S(=O)(=O)N3CCCC3)cc2[N+](=O)[O-])cc1OC	-18%	-4.6	17%	-1%	-0.4	?
51	10%	-15	CCN(Cc1ccccc1)c1ccc(/C=N/N=C(N)N)cc1	-5%	-2.1	4%	-30%[57.1 µM]	1.8	0%
52	2%	-6	Cc1ccc(N(CCC#N)C(=O)COC(=O)C2CCN(S(=O)(=O)c3ccc4c(c3)OCCO4)CC2)cc1	-9%	-0.8	9%	-19%	2.1	-11%
53	6%	-5	CCC1CCCCN1C(=O)CCc1nnc(Cc2cc(OC)ccc2OC)o1 (configuration not stated)	-15%	-3.5	0%	-6%	1.1	-20%
54	2%	-2	COc1ccc(/C=N/OCC(=O)NC(c2ccccc2)c2ccccc2)cc1OC	-3%	-0.1	-12%	-11%	-0.5	-2%
55	-1%	-5	COc1ccc(CCN(C)C(=O)/C=C/c2c(Cl)nc3ccccn23)cc1OC	0%	1.2	0%	9%	-0.5	3%
56	-12%	-1	COc1ccc(S(=O)(=O)N2CCN(c3ccc4nnc(-c5ccccc5)n4n3)CC2)cc1	2%	-3.4	3%	-4%	-4.5	-7%
57	-13%	0	CC1CCCCC1NC(=O)C(C)N1C(=O)c2ccccc2C1=O (configuration not stated)	3%	0.2	2%	-1%	-0.5	7%
58	7%	.	O=C(CNS(=O)(=O)c1ccccc1)NCc1ccccn1	-14%	-0.5	12%	3%	-1.6	-5%
59	-6%	6	COc1ccc(NC(=O)C2CCCN(c3cc(C)nc4ncnn34)C2)cc1 (configuration not stated)	-20%	-3.0	0%	-3%	-1.2	-13%

A portion of the library; count on the stated rates, not on these rows.
